LDHA block: qHTS assay for inhibitors of human lactate dehydrogenase; L-lactate dehydrogenase A chain (Homo sapiens), P00338; purified LDHA, NADH/diaphorase-resazurin fluorescence; stronger effect = lower value; activity change, % (values are at about 110 or 230 µM); hit rate 0.15% among 480,000; AID 1347041, 2019; in the data active = activity change below about -30%; inconclusive = mostly about -25% to -30%;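 note: plate controls were DMSO wells for no effect and wells without enzyme for full effect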
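LDH5 2 nM; NADH 0.06 mM, pyruvate 0.2 mM; 200 mM Tris pH 7.4, EDTA, Tween-20; 5 min RT. Detection: diaphorase 0.133 mg/mL + resazurin 37 µM, fluorescence ex540/em590 at 0 and 20 min; normalized to enzyme-free and DMSO wells.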
Pol eta inh: qHTS for Inhibitors of Polymerase Eta | DNA polymerase eta (Homo sapiens), Q9Y253 | recombinant Pol eta, fluorescent DNA replication assay | Potency, µM (highest dose often 114 µM), inactives show at the top dose activity change, negative = inhibition, actives largely listed as inhibitors | hit rate 1.2% among 390,000; note: potency is the fitted concentration of half-maximal effect; % is set by controls: 0 for no effect and ±100 for the full control effect
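Pol eta (10 nM) was preincubated with compounds for 15 min at room temperature, after which fluorescent replication substrate (50 nM final) was added to start the reaction. Fluorescence was read kinetically at 0 and 10 min.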
Anesthetic bind: qHTS Assay for Identification of Novel General Anesthetics. hit rate 0.074% among 350,000. apoferritin/1-aminoanthracene competitive binding, fluorescence. Potency, µM (highest dose often 77.5 µM), for the others: at the highest dose activity change, negative = displacement, hits mostly inhibitors. Ferritin light chain (Equus caballus), P02791; note: potency is the fitted concentration of half-maximal effect; % is set by controls: 0 for no effect and ±100 for the full control effect; nearly all actives have a fitted effect of over 20% in size
Target sequence (P02791 2-175 limits assumed): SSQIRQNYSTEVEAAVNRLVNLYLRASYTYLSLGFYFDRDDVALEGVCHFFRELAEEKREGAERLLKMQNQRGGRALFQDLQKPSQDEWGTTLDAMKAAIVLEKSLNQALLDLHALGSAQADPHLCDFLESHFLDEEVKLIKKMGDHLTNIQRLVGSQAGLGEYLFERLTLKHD
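Probe: 1-aminoanthracene (50% saturated, PBS). Protein: horse-spleen apoferritin, 10 uM. Incubation: 10 min, room temperature. Detection: 380 nm excitation, 535 nm emission. Analysis: normalized response, four-parameter Hill.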
12-LOX inh: Primary qHTS assay for inhibitors of human arachidonate 12S-lipoxygenase (ALOX12): Round 2. Polyunsaturated fatty acid lipoxygenase ALOX12 (Homo sapiens), P18054. purified 12hLO, xylenol orange hydroperoxide absorbance. Potency, µM (highest dose often 108 µM), for inactives: top-dose activity change, negative = inhibition, most hits filed as inhibitors. hit rate 1.1% among 580,000; note: potency is the fitted concentration of half-maximal effect; % is set by controls: 0 for no effect and ±100 for the full control effect
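Purified human 12hLO (150 nM final) in 25 mM Hepes, 0.01% Triton X-100, pH 7.0 was preincubated 15 min at room temperature with compound. Then 40 uM arachidonic acid was added, 30 min. Hydroperoxide was read by Fe-XO absorbance ratio 573/405 nm.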
POLB inh: qHTS Assay for Inhibitors of DNA Polymerase Beta | AID 485314, 2010 | hit rate 1.3% among 340,000 | Pol beta primer extension/strand displacement, fluorescence kinetic | Potency, µM (series often up to 114 µM), for inactives: at the top dose activity change, negative = inhibition, most hits filed as inhibitors | P06746; note: potency is the fitted concentration of half-maximal effect; % is set by controls: 0 for no effect and ±100 for the full control effect
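Values derive from four-parameter Hill fits of normalized kinetic data: reads at 0 and 10 min following addition of 50 nM substrate to 10 nM Pol beta preincubated 15 min with compound.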
ERG-DNA inh: qHTS for Small Molecule Inhibitors of the ERG Ets/DNA interaction; fluorescence polarization, His-ERG Ets domain / labelled DNA; Potency, µM (top dose mostly 76.9 µM), without a hit: at the top dose FP activity, negative = inhibition, hits mostly inhibitors; hit rate 0.028% among 370,000; AID 624246, 2012; active = well fitted inhibition curve with a large enough effect in the polarisation, with a control signal flat; inconclusive = small, poorly fitted or top-dose-only effect, or effect the other way, or a change in a side signal; inactive = no such curve, though single readings can be large or run the other way; the % refers to the polarisation;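 note: polarization taken with two DNA probes labelled with fluorescein and Texas red; potency is the fitted concentration of half-maximal effect; % of control where 0% means no effect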
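His-tagged ERG Ets domain (1 uM in the protein solution; 300mM KCl, 50mM Tris-HCl, 1mM EDTA, 1mM DTT, pH 7.5) received compound, then a probe mix of 5 nM fluorescein-DNA and 100nM Texas-615-DNA. Fluorescence polarization was read for both dyes.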
RGS4 inh: Inhibitors of Regulator of G Protein Signaling (RGS) 4: qHTS; Potency, µM (top dose mostly 114 µM), for inactives: at the top dose activity change, negative = inhibition, most hits filed as inhibitors; Transcreener GDP fluorescence polarization, RGS4-accelerated GTP hydrolysis; hit rate 0.039% among 390,000; Regulator of G-protein signaling 4 (Homo sapiens), P49798; AID 504845, 2011; note: potency is the fitted concentration of half-maximal effect; % is set by controls: 0 for no effect and ±100 for the full control effect; nearly all actives have a fitted effect of over 75% in size; some results filed as inactive show a strong effect at the top dose
Target sequence (P49798 whole entry, looked up): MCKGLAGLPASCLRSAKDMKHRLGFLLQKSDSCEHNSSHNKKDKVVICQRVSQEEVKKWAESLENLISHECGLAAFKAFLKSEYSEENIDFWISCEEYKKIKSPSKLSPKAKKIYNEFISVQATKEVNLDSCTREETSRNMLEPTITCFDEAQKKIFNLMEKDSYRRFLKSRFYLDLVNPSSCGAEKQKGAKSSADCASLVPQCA
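MLSMR compounds (23 nl, pin-transferred) preincubated 10 min at room temperature with a 500nM (2x) first reagent, then RGS4 at 900nM (2x) plus Transcreener GDP mix added; fluorescence polarization (620/688 nm) read before and after 90 min at 30 °C.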
APE1 inh: qHTS Assay for Inhibitors of the Human Apurinic/apyrimidinic Endonuclease 1 (APE1) | DNA repair nuclease/redox regulator APEX1 (Homo sapiens), P27695 | recombinant APE1, TAMRA/BHQ-2 abasic DNA cleavage fluorescence | Potency, µM (series often up to 65.8 µM), without a hit: top-dose activity change, negative = inhibition, usual class: inhibitors | hit rate 0.35% among 350,000 | AID 2517, 2012;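 note: potency is the fitted concentration of half-maximal effect; plate controls were vehicle for no effect and reference inhibitor for full effect; nearly all actives have a fitted effect of over 55% in size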
Target sequence (P27695 whole entry, looked up): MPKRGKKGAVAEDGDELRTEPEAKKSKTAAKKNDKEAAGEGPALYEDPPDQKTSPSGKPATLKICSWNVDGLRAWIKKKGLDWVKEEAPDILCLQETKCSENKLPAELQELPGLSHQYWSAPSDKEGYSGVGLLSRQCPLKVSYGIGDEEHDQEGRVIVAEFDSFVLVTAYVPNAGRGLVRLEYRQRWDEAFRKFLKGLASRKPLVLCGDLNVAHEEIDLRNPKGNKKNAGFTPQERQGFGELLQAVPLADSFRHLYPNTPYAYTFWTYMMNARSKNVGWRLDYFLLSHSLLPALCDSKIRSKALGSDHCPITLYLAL
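Compound pre-exposure to 0.75 nM APE1, 15 min at ambient temperature. Reaction initiated with 50 nM TAMRA/BHQ-2 THF substrate, read immediately in kinetic mode, 525 nm excitation, 598 nm emission.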
POLK inh: qHTS for Inhibitors of Polymerase Kappa; AID 588579, 2011; purified Pol kappa, fluorescent DNA synthesis assay, 10 min; DNA polymerase kappa (Homo sapiens), Q9UBT6; hit rate 0.53% among 400,000; Potency, µM (highest dose often 107 µM), inactives show top-dose activity, negative = inhibition, usual class: inhibitors; note: potency is the fitted concentration of half-maximal effect; % is set by controls: 0 for no effect and ±100 for the full control effect
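50 nM final substrate added after 15 min RT preincubation of 10 nM Pol kappa with compound; fluorescence read at 0 and 10 min.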
Numbers without * were called inactive; i = inactive; u = inconclusive; x = no result given; & = joins results of further samples; [ ] = dose if it differs, or a comment. Unless noted, calls come from the whole dose curve; as a rule, active = well fitted curve in the direction sought with a large enough effect; inconclusive = small, poorly fitted or top-dose-only effect, or another doubt; inactive = no such curve, though single readings can be large; an effect the other way counts as inactive or inconclusive.

Each structure is followed by: LDHA block | Pol eta inh | Anesthetic bind | 12-LOX inh | POLB inh | ERG-DNA inh | RGS4 inh | APE1 inh | POLK inh
1. O=C(CNS(=O)(=O)c1ccc(F)cc1)Nc1ccc(C(F)(F)F)cc1
  -4 | -2% | -21% | -5% | 8% | 8% | 29% | 4% | -11%
2. Cc1noc(NS(=O)(=O)c2ccc(NC(=O)C(F)(F)C(F)(F)C(F)(F)F)cc2)c1C
  2 | -11% | x | u | x | -2% | -1% | x | 13%
3. O=C(NNc1ccc([N+](=O)[O-])cc1)c1ccco1
  1 | -9% | -16% | u | 2% | -3% | -3% | 5% | 12%
4. Cc1nc2c(C#N)c[nH]n2c(=O)c1CCO
  -6 | u | 22% | -28% | 2% | 8% | -36%[11.4 µM] | 3% | -3%
5. Cc1noc(C)c1COc1cccc(C(=O)OCCOc2ccc(F)cc2)c1
  2 | -8% | 38%[activator] | 370%[activator] | 33%[activator] | 0% | 9% | -3% | -15%
6. O=C(O)c1cccc(Nc2nc(-c3ccccc3)nc3ccccc23)c1
  -14 | -24% | -5% | 0% | 0% | 2% | -36% | 9% | -8%
7. CCN(CC)CCNC(=O)Cn1nc(-c2ccccc2)c2ccccc2c1=O
  -1&-3 | 1% | -16% | u | 31% | -7% | -2% | -3% | 6%
8. O=C(Nc1ccc(Cl)cn1)c1ccc(Br)c(S(=O)(=O)N2CCCCC2)c1
  -5 | -16% | -2% | 14% | -20% | 3% | 7% | 2% | -1%
9. COc1cc2c(C(=O)NCCCN3CC(C)CC(C)C3)cn(CC(C)C)c(=O)c2cc1OC (centres undefined)
  2 | -9% | -17% | -21% | 38% | -9% | 0%[11.4 µM] | -1% | -1%
10. Fc1cccc(Cl)c1CNCc1cccnc1
  0 | -7% | -3% | -15% | 47% | 6% | -26% | 5% | 7%
11. CCc1nnc(NC(=O)c2cnccn2)s1
  1 | 4% | -1% | 36%[activator] | -1% | -2% | 6% | 4% | -2%
12. CC(C)c1ccc(OCC(=O)N(Cc2ccccc2)c2ccccn2)cc1
  4 | -9% | -8% | -14% | 12% | 7% | 26% | 19% | -14%
13. CCn1c(C)nc2c(=O)oc3ccccc3c21
  -4 | -15% | 2% | -21% | 22% | -5% | -17% | 6% | 0%
14. CCOc1ccc(CCNC(=O)Cn2c(-c3cccs3)cc3cc(F)ccc32)cc1OCC
  4 | -20% | 46%[activator] | -32% | 3% | -3% | -6% | x | -6%
15. Cc1ccc(NC(=O)C2=CC=CN3CCS(=O)(=O)N=C23)cc1
  -1 | -12% | x | 0% | x | 0% | 8% | -10% | 5%
16. CC(=O)c1ccc(S(=O)(=O)N2CCN(C)CC2)cc1
  -6 | -10% | -4% | 357%[activator] | 23% | -4% | -8% | 3% | -14%
17. CCc1c(C)nc2ncnn2c1N1CCCC(C(=O)Nc2cc(F)ccc2C)C1 (centres undefined)
  -8 | -2% | -5% | 20% | 3% | -5% | 18% | 0% | -7%
18. O=C1C(c2cccc(Br)c2)N(CCc2ccccc2)C(=O)CN1C1CCCCC1 (centres undefined)
  0&-10 | -14% | -6% | 1%&-23% | 5% | 2% | 14% | x | -7%[60.1 µM]
19. COc1ccccc1OCC(=O)N1CCCC(Nc2ccc(C)c(C)c2)C1 (centres undefined)
  13 | u | u | -20% | 1% | -4% | 20% | -2% | -16%
20. O=C(Nc1cccc2cccnc12)c1ccc(Br)o1
  1 | 2% | -12% | -19% | -9% | 0% | -7% | -5% | -4%
21. COc1ccc(CCNS(=O)(=O)c2ccc3c(c2)NC(=O)CCS3)cc1OC
  1 | -4% | -11% | -12% | 2% | 2% | 0%[11.4 µM] | 67%[activator] | 14%
22. COc1ccc(S(=O)(=O)Nc2cc3c4c(c2)CCC(=O)N4CCC3)cc1C
  -2 | -14% | x | u | x | 3% | -52% | 30% | -4%
23. CCCCC(=O)N/N=C(/C)C1=C(C)C(C)(C)OC1=O
  -14 | -17% | -1% | i | -14% | -4% | -9% | -3% | -1%
24. Cc1cccc(NC(=O)CCN2CCOCC2)c1
  4 | 7% | -6% | 0% | 7% | 1% | 14% | 2% | -19%
25. CCN1C=CC2=C(C#N)C(N)C(C#N)(C#N)C(c3ccccc3C(F)(F)F)C2C1 (centres undefined)
  1 | -25% | 1% | 296%[activator] | 27% | -14% | 2% | -1% | -15%
26. Clc1cccc(Cl)c1C[n+]1cccc2ccccc21
  -4 | -24% | x | 154%[activator] | x | 8% | -7% | x | -6%
27. CCN1C(=O)[C@H]2[C@@H](c3ccc(C)cc3)N3C(=O)N(c4cccc(Br)c4)C(=O)[C@@]3(CC(C)C)[C@H]2C1=O
  -2 | u | x | 13% | x | 2% | 16% | 18% | -24%
28. CC(=O)Nc1nc(CCC(C)C)cc2c1c(=O)oc1ccccc12
  -8 | 1% | 5% | u | 4% | 6% | -7%[11.4 µM] | -5% | -15%
29. Cn1c(=O)c2c(ncn2CC(=O)OCC(=O)NC(c2ccccc2)c2ccccc2)n(C)c1=O
  3&-5 | -7% | -2% | -18%&7% | -23% | x | 11% | -3% | -13%
30. CCN=c1sc(C(=O)Nc2ccccc2)c(C)n1CC
  -6 | -6% | -2% | 3% | -18% | -2% | -9% | 5% | -2%

Five compounds already listed, sorted by count of non-hydrogen atoms, smallest number first:
Each structure is followed by: LDHA block | Pol eta inh | Anesthetic bind | 12-LOX inh | POLB inh | ERG-DNA inh | RGS4 inh | APE1 inh | POLK inh
13. CCn1c(C)nc2c(=O)oc3ccccc3c21
  -4 | -15% | 2% | -21% | 22% | -5% | -17% | 6% | 0%
20. O=C(Nc1cccc2cccnc12)c1ccc(Br)o1
  1 | 2% | -12% | -19% | -9% | 0% | -7% | -5% | -4%
15. Cc1ccc(NC(=O)C2=CC=CN3CCS(=O)(=O)N=C23)cc1
  -1 | -12% | x | 0% | x | 0% | 8% | -10% | 5%
5. Cc1noc(C)c1COc1cccc(C(=O)OCCOc2ccc(F)cc2)c1
  2 | -8% | 38%[activator] | 370%[activator] | 33%[activator] | 0% | 9% | -3% | -15%
14. CCOc1ccc(CCNC(=O)Cn2c(-c3cccs3)cc3cc(F)ccc32)cc1OCC
  4 | -20% | 46%[activator] | -32% | 3% | -3% | -6% | x | -6%

Following part
Each structure is followed by: LDHA block | Pol eta inh | Anesthetic bind | 12-LOX inh | POLB inh | ERG-DNA inh | RGS4 inh | APE1 inh | POLK inh
31. O=C(CC1C(=O)NCCN1Cc1ccccc1C(F)(F)F)NC1CCC1 (centres undefined)
  3 | -17% | -9% | 6% | 9% | 9% | -12% | 5% | -4%
32. COc1c(O)cccc1[C@H](O)C1CCN(CCc2ccc(F)cc2)CC1
  7 | 2% | x | u | x | x | 17% | x | 3%
33. CCOC(=O)N1CCN(C(=O)C2CCCN(S(=O)(=O)c3c(C)cc(C)cc3C)C2)CC1 (centres undefined)
  -10 | -13% | -9% | -2% | -1% | -2% | 16% | 0% | -17%
34. CN(CC1CCN(CCc2cccc(C(F)(F)F)c2)CC1)C(=O)c1ccccc1
  -1 | -1% | -8% | -1% | 22% | 16% | -22% | 16% | -6%
35. CC(=O)N1CCCc2cc(S(=O)(=O)N3CCCC(C(=O)NCc4ccccc4)C3)ccc21 (centres undefined)
  0&7 | -12%&-11% | -12%&-10% | 0%&-20% | 3%&-27% | 7%&6% | -10%&-23% | 60% | 17%
36. O=C(N/N=C\C=C\c1ccc([N+](=O)[O-])o1)c1cccs1
  -30* | 50µM* | 1% | 0% | 32µM* | 2% | -20% | -75% | 79µM*
37. O=C(OCc1ccccc1Cl)c1ccc(-c2nnn(Cc3ccccc3)n2)cc1
  -11 | x | 0% | -3% | 6% | 2% | 3% | x | -7%
38. COC(=O)C1=C(C(=O)OC)[C@@H]2N(C)c3ccccc3[C@@]23C[C@@H](C(=O)OC)N(C(=O)CC(C)C)C3=N1
  2 | -25% | -15% | -2% | -3% | -1% | 2% | 0%[12.4 µM] | -1%
39. CCOC(=O)c1[nH]c2ccccc2c1NC(=O)c1ccc(OCC)cc1
  -1 | -7% | 173%[activator] | -8% | 0% | 0% | -1% | x | -7%
40. N#Cc1nc(COc2ccc(Cl)cc2)oc1NCc1ccc2c(c1)OCO2
  -6 | -14% | u | u | 0% | 37%[activator] | -18% | -6% | 1%
41. CCC(=O)N1CCN(c2ccccc2NC(=O)COc2ccc(C(C)C)cc2)CC1
  1 | -18% | -8% | 15% | u | 10% | 23% | 15% | -5%

Screening data deposited in PubChem BioAssay by National Center for Advancing Translational Sciences (NCATS).

Only part of the results is shown, so the mix of outcomes need not match the whole.
